Assay outcomes deposited in PubChem by several laboratories.
HIV fusion peptide: cell-free HIV fusion peptide-binding blockers – biochemical, uHTS, fluorescence dequenching, primary screen (AID 1986). cell-free peptide binding, fluorescence dequenching, 30 min; higher % means a stronger effect. inhibition, % at 20 µM; hits with a dose series show IC50 in µM. actives 0.3% (n = 290,000); in the data active = inhibition mostly above about 52%, no sharp cut-off; inactive = mostly below about 76%; note: some results filed as inactive read as strong as hits
RSV antiviral HEp-2: RSV antiviral activity via CPE protection, HEp-2 cells, primary 10 µM value included (AID 2391) | actives 0.13% (n = 310,000) | CPE inhibition, % at 10 µM; hits with a dose series show IC50 in µM | HEp-2 cells, RSV-induced CPE inhibition; higher % means a stronger effect; in the data active = a potency from the dose series; note: strong numbers were not always called active
SV40 large T antigen: TAg ATPase/helicase activity blockers – biochemical (AID 1903) | SV40 large T antigen ATPase/helicase inhibition assay; higher % means a stronger effect | inhibition, % at 20 µM; hits with a dose series show IC50 in µM | actives 0.39% (n = 310,000); in the data active = a potency from the dose series; note: strong numbers were not always called active
LYP phosphatase: inhibitors of LYP phosphatase, biochemical, fluorescence intensity, uHTS (AID 1779); recombinant LYP phosphatase, fluorescence intensity; higher % means a stronger effect; inhibition, % at 11.5 µM; hits with a dose series show IC50 in µM; actives 0.054% (n = 290,000); in the data active = inhibition above about 50%;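 note: plate controls were vehicle with enzyme for no effect and no enzyme for full effect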
Rac1 GTP hydrolysis: MgcRacGAP GTPase-activating activity inhibitors, confirmation, biochemical, ADP Hunter fluorescence. inhibition, % at 30 µM; hits with a dose series show IC50 in µM. MgcRacGAP-stimulated Rac1 GTP hydrolysis, ADP Hunter fluorescence; higher % means a stronger effect; GST-tagged Rac1 F28L mutant substrate. actives 0.6% (n = 340,000);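 active = first-screen hits whose inhibition reached a set limit at any dose in the follow-up dose series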;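 note: fluorescence reports GDP produced by GAP-driven GTP hydrolysis; strong numbers were not always called active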
SIAH1 antagonists: blockers of Siah-1 interaction with plectin peptide – biochemical, fluorescence polarization, rhodamine-plectin, uHTS, primary screen (AID 1817); actives 0.02% (n = 290,000); displacement, % at 20 µM; hits with a dose series show IC50 in µM; Siah-1 / rhodamine-plectin peptide fluorescence polarization; higher % means a stronger effect;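 active = displacement of at least 50% at 20 µM, with a fluorescence ratio check between 0.3 and a set limit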;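 note: plate controls were Siah plus tracer with DMSO for no effect and tracer alone without Siah for full effect; strong numbers were not always called active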
Dengue-2 NS5 capping: flavivirus cap methylation enzyme inhibition – biochemical, confirmation dose response, primary screen (AID 588689); inhibition, % at 25 µM, or IC50 in µM where a hit was titrated; actives 0.3% (n = 340,000); Dengue-2 NS5 methyltransferase capping enzyme assay, biochemical; higher % means a stronger effect; in the data active = a potency from the dose series
AID2073: disruptors of CaV2.2 binding to Mint1 – biochemical, HTRF (AID 2073) | actives 0.19% (n = 290,000) | HTRF protein-protein interaction, Mint1-CaV2.2; higher % means a stronger effect | one-dose inhibition, % at 20 µM; IC50 in µM for titrated hits; in the data active = inhibition mostly above about 51%, no sharp cut-off; note: some results filed as inactive read as strong as hits
XIAP antagonists: XIAP antagonists, biochemical, IAP family, fluorescence polarization (AID 1018) | displacement, % at 20 µM; hits with a dose series show IC50 in µM | actives 0.007% (n = 200,000) | XIAP BIR domain, fluorescence polarization peptide displacement; higher % means a stronger effect; in the data active = displacement above about 50%; note: a part of the inactive calls stands beside numbers as strong as those of hits
Dengue-2 NS5 capping pilot replicate: second read-out of Dengue-2 NS5 capping, no call of its own (marks repeat the call); inhibition, %; measured here: pilot screen replicate inhibition
Numbers without * were called inactive; x = not tested or not shown.

SMILES | HIV fusion peptide | RSV antiviral HEp-2 | SV40 large T antigen | LYP phosphatase | Rac1 GTP hydrolysis | SIAH1 antagonists | Dengue-2 NS5 capping | AID2073 | XIAP antagonists | others
CSc1ncccc1C(=O)OCn1nnc2ccccc2c1=O | -3.5% | 1.1% | 2.0% | -4.7% | 5.6% | -0.5% | -3.9% | -15.7% | -5.0%
Fc1ccc(-n2nnc(-c3cccnc3Cl)n2)cc1 | 0.2% | 3.9% | 4.3% | -8.3% | -2.5% | -2.8% | 4.7% | 2.3% | -2.8%
Cc1csc(C(C#N)C(=O)c2cc3ccccc3o2)n1 (configuration not stated) | 8.7% | 5.8% | 17.6% | 1.5% | 3.4% | -2.3% | 2.1% | -13.4% | -6.5%
O=CN1CCN(C2CC(=O)N(c3ccc4c(c3)OCO4)C2=O)CC1 (configuration not stated) | -2.2% | 0.7% | -0.6% | 3.4% | -2.4% | -0.5% | 5.2% | 11.9% | -9.4%
C=CCN=C(NC#N)SCC(=O)NCc1ccccc1 | -1.8% | 1.4% | 11.6% | -0.7% | 17.3% | 0.4% | -51.6% | 2.2% | -10.7%
Clc1ccc(CNCc2cccs2)c(Cl)c1 | -1.0% | 1.3% | 10.4% | -7.4% | -1.6% | 9.1% | 10.9% | 0.4% | -6.2%
Cc1nnc(-c2cccc(Br)c2)c2cn(-c3ccccc3Cl)nc12 | -0.3% | 4.1% | 4.3% | 4.6% | 3.1% | 1.9% | -12.1% | 0.6% | -5.7%
CCn1nc(C)c(/C=N\NC(=O)c2ccc3c(c2)OCO3)c1C | 0.6% | 2.7% | 3.3% | 5.8% | -2.9% | -0.6% | 2.4% | 7.3% | -3.0%
COc1ccc(-c2ccc(S(=O)(=O)n3nc(OC(=O)c4cccs4)cc3N)cc2)cc1 | 30.5% | 0.4% | 11.1% | 3.7% | 10.4% | 0.3% | -3.5% | -13.5% | -0.6%
Oc1ccc(N=Nc2ccccc2)o1 | -1.2% | -0.3% | 17.0% | -6.8% | 8.6% | -0.3% | -6.0% | 23.3% | x
CN(C)c1ccc(/C=N/NC(=O)CNC(=O)c2ccc3c(c2)OCCO3)cc1 | -0.7% | 1.6% | 18.3% | -9.1% | 14.6% | -5.6% | 7.1% | -18.6% | 1.6%
COc1cc(OC)c(NC(=O)c2c(-c3ccccc3)noc2C)cc1Cl | -0.6% | 0.0% | -1.6% | 1.9% | -2.4% | -0.6% | -1.6% | 2.9% | -6.6%
O=C1CN(C(=O)CSc2nnnn2-c2ccc(Cl)cc2)c2ccccc2N1 | 1.2% | 2.6% | 5.8% | 0.0% | 13.2% | -1.0% | 0.0% | 11.5% | -3.9%
Cn1nnnc1SCC(=O)Nc1nc(-c2ccccc2)c(-c2ccccc2)o1 | -1.3% | 2.8% | 2.4% | -5.1% | 10.7% | -4.1% | -4.1% | -1.9% | -5.2%
Cc1cc(C(=O)COC(=O)Cc2n[nH]c(=O)c3ccccc23)c(C)n1-c1ccc2c(c1)OCCO2 | -0.2% | 12.3% | 20.7% | 3.4% | -7.5% | -9.9% | -10.2% | 13.8% | -9.2%

Next section; the last 4 above are carried over.
SMILES | HIV fusion peptide | RSV antiviral HEp-2 | SV40 large T antigen | LYP phosphatase | Rac1 GTP hydrolysis | SIAH1 antagonists | Dengue-2 NS5 capping | AID2073 | XIAP antagonists | others
COc1cc(OC)c(NC(=O)c2c(-c3ccccc3)noc2C)cc1Cl | -0.6% | 0.0% | -1.6% | 1.9% | -2.4% | -0.6% | -1.6% | 2.9% | -6.6%
O=C1CN(C(=O)CSc2nnnn2-c2ccc(Cl)cc2)c2ccccc2N1 | 1.2% | 2.6% | 5.8% | 0.0% | 13.2% | -1.0% | 0.0% | 11.5% | -3.9%
Cn1nnnc1SCC(=O)Nc1nc(-c2ccccc2)c(-c2ccccc2)o1 | -1.3% | 2.8% | 2.4% | -5.1% | 10.7% | -4.1% | -4.1% | -1.9% | -5.2%
Cc1cc(C(=O)COC(=O)Cc2n[nH]c(=O)c3ccccc23)c(C)n1-c1ccc2c(c1)OCCO2 | -0.2% | 12.3% | 20.7% | 3.4% | -7.5% | -9.9% | -10.2% | 13.8% | -9.2%
Cc1ccc2c(c1)N(CC(=O)NCCCc1ccccc1)C(=O)c1cccnc1O2 | -0.8% | -0.6% | x | -11.9% | 1.5% | 10.8% | -5.1% | 2.7% | x
COc1cccc(OC)c1C(=O)Nc1sc2c(c1C(N)=O)CCN(Cc1ccccc1)C2 | 4.2% | 0.9% | 6.9% | -4.9% | 3.5% | 10.4% | -4.2% | 3.5% | x
CCCc1nnc(NC(=O)CSc2ncn[nH]2)s1 | -2.1% | 2.9% | 7.1% | -4.9% | 2.2% | 0.5% | -6.9% | -12.5% | -5.9%
COc1ccc(C2C(C(=O)Nc3ccc(F)cc3)=C(C)Nc3nc(CCCO)nn32)cc1 (configuration not stated) | 0.9% | 0.9% | 0.8% | -4.6% | 4.1% | -4.3% | -2.2% | -8.0% | -2.1%
O=C(Cc1cccc2ccccc12)Nc1nc2ccccc2[nH]1 | -3.3% | 1.0% | -2.9% | 3.2% | 2.2% | -1.4% | -4.8% | -7.4% | -3.1%
CC1(C)Oc2ccc(C(=O)Nc3ccccc3F)cc2N(CC(=O)N2CCOCC2)C1=O | 0.8% | 1.9% | 9.0% | -9.3% | 8.4% | -3.7% | 5.8% | -3.5% | x
COc1ccc(C2NC(=O)NC(C)=C2C(=O)OC2CCCC(C)C2)cc1 (configuration not stated) | -0.3% | 3.9% | 8.8% | -7.6% | 5.7% | 12.7% | -0.7% | 4.6% | x | Dengue-2 NS5 capping pilot replicate=2.7
Cc1ccccc1CNC(=O)c1ccc2ccccc2n1 | 1.6% | 3.5% | 7.5% | -11.6% | 9.7% | 0.8% | -9.0% | 7.3% | x
O=C(NCC1CCCN(C2Cc3ccccc3C2)C1)c1cccs1 (configuration not stated) | 11.8% | 0.2% | 21.3% | -3.9% | 8.2% | -3.5% | -4.5% | 7.5% | x
CCOC(=O)C1=C(c2ccccc2)NC(=O)NC1c1cccc(OC)c1OC (configuration not stated) | x | 1.4% | 3.1% | x | 9.2% | x | 10.2% | x | x
CCS(=O)(=O)N1CCN(c2cccc(C)c2C)CC1 | 0.5% | 1.9% | 6.0% | -11.0% | 6.5% | 0.8% | 1.4% | -9.7% | -11.1%
O=C(NCCC1=CCCCC1)c1ccc(Cl)c([N+](=O)[O-])c1 | 0.5% | -0.4% | -0.6% | -1.0% | 3.4% | 19.5% | 0.0% | 14.4% | -0.1%
Cc1cc(S(=O)(=O)N2CCN(C(=O)c3ccco3)CC2)ccc1F | -0.7% | 2.2% | 9.3% | -6.8% | 8.9% | 12.2% | -3.5% | 7.1% | x
O=C(O)C1CCC(=O)N1C1CCCC1 (configuration not stated) | -1.9% | 2.3% | -1.3% | 0.0% | 5.6% | 3.5% | 1.4% | -4.0% | 1.6%
Cc1ccc(Nc2cc(C)c3ccc(O)cc3n2)cc1C | -1.1% | 14.8% | 10.4% | -6.7% | 15.2% | 3.0% | 0.0% | 13.6% | x
CC(C)CC1c2[nH]c3ccccc3c2CCN1C(=O)CCC(=O)N(C)C (configuration not stated) | 3.1% | -0.6% | 20.9% | -7.1% | 5.0% | 9.7% | 0.0% | 0.2% | -3.0%
COc1ccc(C(=O)Cn2nnc(-c3ccccc3F)n2)cc1 | 1.7% | -0.8% | -3.8% | -3.2% | 3.6% | -0.7% | 0.7% | 2.2% | 0.5%
CCCCOc1ccc(C(O)(CCN2CCOCC2)c2ccccc2)cc1 (configuration not stated) | -1.2% | -0.8% | 9.7% | -5.4% | 8.8% | 4.4% | -2.7% | 1.9% | x
O=C(CCc1n[nH]c(=O)[nH]c1=O)Nc1cccc([N+](=O)[O-])c1 | 8.0% | 1.6% | 3.5% | -2.8% | 13.2% | -2.0% | 10.0% | 6.4% | -4.0%
O=C(NCc1cccs1)C1CCCN(S(=O)(=O)c2cnc[nH]2)C1 (configuration not stated) | -3.3% | 0.7% | 5.4% | -5.3% | 2.7% | 1.3% | -1.5% | -8.4% | -5.1%
CCOC(=O)Cn1c(=NC(=O)c2cc(-c3cccs3)nc3ccccc23)sc2cc(S(N)(=O)=O)ccc21 | 1.4% | 2.5% | 2.0% | -3.7% | 1.1% | 17.5% | 14.0% | 37.7% | 0.0%
CN1C(=O)C(=O)/C(=C(/O)c2ccc(Br)cc2)C1c1cccc([N+](=O)[O-])c1 (configuration not stated) | 2.3% | 1.0% | 33.0% | -4.5% | 8.7% | 4.8% | 7.4% | 0.3% | x
O=C(COC(=O)CC1CCCC1)Nc1cc2c(cc1Cl)C(=O)c1ccccc1C2=O | 3.6% | 4.0% | 10.3% | -2.4% | -4.8% | -5.3% | 6.6% | 17.9% | -5.5%
Cc1nc2ccccc2cc1C(=O)N(C)Cc1ccccc1 | -0.8% | 0.5% | 9.8% | -7.6% | 4.0% | 5.3% | -3.6% | -0.2% | x
CCOc1cnc(C(=O)NNC(=O)c2ccccc2Br)o1 | -3.9% | 0.8% | 20.8% | -0.9% | -1.6% | 6.7% | -8.5% | 11.7% | -5.4%
O=C(c1ccc(S(=O)(=O)N2CCOCC2)cc1)N1CCN(c2ccc(F)cc2)CC1 | 3.8% | 1.5% | 22.6% | -0.9% | 8.9% | 10.2% | 5.4% | -2.7% | -1.1%
COCCNC(=O)c1ccccc1NC(=O)c1ccc(OC)c(OC)c1 | -0.3% | 0.5% | 8.5% | -4.9% | -6.7% | 4.2% | 0.0% | -3.0% | -8.3%
CCOC(=O)c1nnn(-c2nonc2N)c1CSc1nnc(N)s1 | 2.7% | 0.8% | 6.9% | -6.6% | 7.3% | 5.4% | 2.9% | -18.4% | -5.6%
O=C(Nc1csc([N+](=O)[O-])c1)Nc1ccccc1Cl | 0.5% | 21.0% | 17.3% | -3.5% | 10.6% | 5.7% | 1.6% | 20.6% | x

3 records picked at random from the list so far:
SMILES | HIV fusion peptide | RSV antiviral HEp-2 | SV40 large T antigen | LYP phosphatase | Rac1 GTP hydrolysis | SIAH1 antagonists | Dengue-2 NS5 capping | AID2073 | XIAP antagonists | others
CN1C(=O)C(=O)/C(=C(/O)c2ccc(Br)cc2)C1c1cccc([N+](=O)[O-])c1 (configuration not stated) | 2.3% | 1.0% | 33.0% | -4.5% | 8.7% | 4.8% | 7.4% | 0.3% | x
Cc1nc2ccccc2cc1C(=O)N(C)Cc1ccccc1 | -0.8% | 0.5% | 9.8% | -7.6% | 4.0% | 5.3% | -3.6% | -0.2% | x
O=C(CCc1n[nH]c(=O)[nH]c1=O)Nc1cccc([N+](=O)[O-])c1 | 8.0% | 1.6% | 3.5% | -2.8% | 13.2% | -2.0% | 10.0% | 6.4% | -4.0%
